Salmonella PhoP GFP – inhibitors of PhoP regulon expression, primary screen, Salmonella Typhimurium, GFP reporter (AID 1863). 0.16% of 300,000 active. one-dose inhibition, % at 50 µM; IC50 in µM for titrated hits. S. Typhimurium PhoP-regulated promoter GFP reporter, 4 h; higher % means a stronger effect;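 active means inhibition over 29.93%, a cutoff 3 SD above the screen mean, later confirmed by dose response; inconclusive means inhibition over 29.93% but no dose response follow-up; inactive means inhibition at most 29.93% or unconfirmed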;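 further: 0% = low Mg2+ inducing control and 100% = high Mg2+ repressing control; strong numbers were not always called active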
RSV antiviral HEp-2 – RSV antiviral activity via CPE protection, HEp-2 cells, primary 10 µM value included (AID 2391); HEp-2 cells, RSV-induced CPE inhibition; higher % means a stronger effect; CPE inhibition, % at 10 µM, or IC50 in µM where a hit was titrated; 0.13% of 310,000 active; in the data active means a potency from the dose series; inconclusive means CPE inhibition mostly from about 23% at the one dose, without a potency; inactive means the rest, 99 in 100 with CPE inhibition below about 21%; further: strong numbers were not always called active
Rac1 GTP hydrolysis – MgcRacGAP GTPase-activating activity inhibitors, confirmation, biochemical, ADP Hunter fluorescence | MgcRacGAP-stimulated Rac1 GTP hydrolysis, ADP Hunter fluorescence; higher % means a stronger effect; GST-tagged Rac1 F28L mutant substrate | one-dose inhibition, % at 30 µM; IC50 in µM for titrated hits | 0.6% of 340,000 active;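 active means first-screen hits whose inhibition reached a set limit at any dose in the follow-up dose series; inconclusive means inhibition above the set first-screen limit but never retested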;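 further: fluorescence reports GDP produced by GAP-driven GTP hydrolysis; strong numbers were not always called active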
T cell modulator – modulators of CD8 T cell-vesicle binding, primary screen, mouse 2C CD8+ T cells, flow cytometry | 2C CD8+ T cell-vesicle binding; hits give low values | calls only at 7 µM | 0.068% of 330,000 active | AID 2052, 2009;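 active means response, share of CD8 T cells binding vesicles, and their 90th percentile fluorescence all below set limits, cut at about 80% in these data, passing the limit was not always enough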
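Material: 2C TCR transgenic mouse naive CD8+ T cells, MACS-purified. Also added: QL9-charged Drosophila Ld/ICAM-1/B7-1 vesicles. Timing: binding 1.5 h at 37 °C. Measured by: high-throughput flow cytometry with anti-B7-1 and anti-CD8 staining. Read-out: percent CD8+ FL2 mean versus row control. Controls: Unloaded micro-vesicles (low), QL9 vesicles with 0.7% DMSO (high).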
bCat nuc transl – modulators of beta-catenin nuclear translocation, primary screen, imaging, HeLa cells, immunofluorescence, high-content; nuclear translocation activity, % at 5 µM; 0.3% of 190,000 active; AID 1665, 2009;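 active means nuclear translocation activity above 50% at 5 µM, with a well cell count of 50 or more; inconclusive means wells under 50 cells across six images, flagged as toxic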;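 further: per-cell ratio of nuclear to cytoplasmic median beta-catenin stain intensity; plate controls were DMSO negative control for no effect and GSK-3 inhibitor IX positive control for full effect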
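System: Human HeLa cells, endogenous beta-catenin | Compound dosing: 5 µM primary, 0.02–20 µM confirmation | Timing: 24 h compound exposure at 37°C, 5% CO2 | Measured by: Fluorescence imaging of beta-catenin antibody stain plus DAPI | Read-out basis: % activation of per-cell nuclear versus cytoplasmic median beta-catenin signal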
West Nile antiviral – West Nile virus antiviral activity, cell-based, CPE readout (AID 1621). West Nile virus-infected cells, CPE inhibition; higher % means a stronger effect. CPE inhibition, % at 10 µM, or IC50 in µM where a hit was titrated. 0.02% of 290,000 active; in the data active means a potency from the dose series; inconclusive means CPE inhibition mostly from about 3.7% at the one dose, without a potency; inactive means the rest, 99 in 100 with CPE inhibition below about 2.2%; further: strong numbers were not always called active
WT yeast gro inh – growth inhibition of WT strain, primary screen, mitochondrial fusion inhibitor project, WT and mutant strains, chemical genetic. inhibition, % at 10 µM. AID 1362, 2008. 2.1% of 190,000 active. mitochondrial fusion phenotypic screen; in the data active means inhibition above about 58%; tested in S. cerevisiae
Myeloid diff MLP – induction of myeloid progenitor differentiation, primary screen, cell-based, flow cytometry, MLPCN library; ER-HoxA9 myeloid progenitors, lysozyme-GFP differentiation; calls only at 10 µM; 1% of 360,000 active;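 active means normalized GFP-positive differentiation at or above the plate's own cutoff, the solvent-only control mean plus 3 SD; inconclusive means no clear call, values can overlap the other calls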;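 further: cells exposed to compound for four days before flow analysis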
Large T inhibition – SV40 large T antigen inhibitors, biochemical (AID 1903). SV40 large T antigen ATPase/helicase inhibition assay; higher % means a stronger effect. inhibition, % at 20 µM, or IC50 in µM where a hit was titrated. 0.39% of 310,000 active; in the data active means a potency from the dose series; inconclusive means inhibition mostly from about 32% at the one dose, without a potency; inactive means the rest, 99 in 100 with inhibition below about 32%; further: strong numbers were not always called active
WT yeast gro inh mutant strain – further read-out of WT yeast gro inh, marked with its call; inhibition, %; mitochondrial fusion phenotypic screen, mutant strain inhibition
bCat nuc transl cell count 5 µM – second read-out of bCat nuc transl, no call of its own (marks repeat the call); cell count; measured here: cell count, cytotoxicity flag
T cell modulator vesicle-bound % – also measured in T cell modulator; calls as there; double positive events, %; measured here: CD8+ vesicle-bound cell fraction;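 binding gate set so that unloaded-vesicle control wells show 10% double positive cells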
Myeloid diff MLP GFP+ MAC1+ % – also measured in Myeloid diff MLP; calls as there; GFP+ MAC1+ double positive, %; measured here: differentiation confirmed by MAC1 staining
* marks the source's active call; other numbers are inactive results; i = inactive; u = inconclusive; x = not tested or not shown; + = active, no number. Outcome played no part in choosing rows; 3.6% or so of the library scored in one or more.

SMILES | Salmonella PhoP GFP | RSV antiviral HEp-2 | Rac1 GTP hydrolysis | T cell modulator | T cell modulator vesicle-bound % | bCat nuc transl | bCat nuc transl cell count 5 µM | West Nile antiviral | WT yeast gro inh | WT yeast gro inh mutant strain | Myeloid diff MLP | Myeloid diff MLP GFP+ MAC1+ % | Large T inhibition
COC(=O)c1[nH]c(=O)c2ccccc2c1O | 5.8% | 0.5% | 3.2% | i | 57.0 | -0.2 | 538 | 0.4% | 0.9 | 13.4 | i | 0.7 | 32.0%
C[C@H](NC(=O)OC(C)(C)C)c1nnc(SCC(=O)Nc2cccc(Cl)c2)o1 | -11.0% | 1.9% | 12.5% | i | 38.3 | x | x | -0.2% | x | x | i | 9.6 | 10.9%
Cn1c(N2CCOCC2)c(C#N)c2ccccc21 | 20.2% | u | 5.5% | i | 54.0 | x | x | -0.7% | x | x | i | 0.9 | 2.4%
CCc1nnc(NS(=O)(=O)c2ccc(NC(=O)c3cccc(Cl)c3)cc2)s1 | 2.7% | 0.4% | 10.6% | i | 35.1 | -2.5 | 1073 | 0.1% | 0.4 | -15.3 | i | 0.1 | 9.7%
COc1ccc(CCNc2cc(C)nc3c(-c4ccccc4)cnn23)cc1OC | 2.2% | 24.0% | 3.0% | i | 39.1 | 1.1 | 1104 | -0.9% | 24.9 | 17.3 | i | 0.3 | 1.3%
CC(=O)c1ccc(OCC(=O)OCC(=O)NCc2ccco2)cc1 | x | 2.1% | 0.4% | i | 23.4 | x | x | x | x | x | i | 0.6 | x
CN1CCN(CCCNC(=O)C2CC(=O)N(C3CCCCC3)C2)CC1 (centres undefined) | 2.8% | 0.7% | 11.1% | i | 24.5 | x | x | 0.2% | -6.8 | -6.5 | i | 0.5 | 9.8%
O=C(NC1CCS(=O)(=O)C1)/C(=C\c1ccc(F)cc1)NC(=O)c1ccccc1 (centres undefined) | 20.4% | 2.0% | -4.4% | i | 50.9 | 2.7 | 1146 | -0.9% | 14.4 | 2.4 | i | 0.4 | 2.0%
COc1cc(/C=N/NC(=O)c2ccncc2)ccc1OC(=O)c1ccccc1Cl | 7.2% | 1.8% | 15.1% | i | 59.8 | 0.2 | 1417 | -0.3% | 6.7 | -9.3 | i | 0.2 | 24.2%
CC(=O)c1ccc(OCc2cc(C(=O)N3CCN(c4ccccc4)CC3C)no2)cc1 (centres undefined) | -0.6% | 15.7% | 9.2% | i | 12.6 | x | x | -0.4% | x | x | i | 2.2 | 9.6%
O=C(N/N=C/c1cccnc1)c1cc(-c2cccs2)nc2ccccc12 | 8.3% | 1.5% | 9.5% | i | 43.4 | x | x | -0.8% | 5.7 | -7.6 | i | 0.4 | -4.7%
CC(Sc1ccc2c(c1)OCCO2)C(=O)Nc1ccc2c(c1)OCO2 (centres undefined) | -4.5% | 2.6% | 4.5% | i | 21.1 | 0.5 | 1172 | 0.0% | -5.6 | 13.5 | i | 1.8 | 11.0%
CCc1cccc(C)c1NC(=O)c1cccnc1 | -3.0% | 0.9% | 3.9% | i | 45.1 | x | x | 0.0% | x | x | i | 0.3 | 6.3%
O=C(CSc1nnc(-c2cccnc2)o1)Nc1cccc(Cl)c1 | -1.6% | 2.2% | 4.3% | i | 25.2 | x | x | -0.4% | x | x | i | 0.4 | 11.4%
COc1ccc(CN(C)CC(=O)NC(=O)NCc2ccccc2)cc1OC | 9.5% | 3.5% | -3.8% | i | 42.5 | -0.1 | 1098 | -0.3% | -4.7 | 7.3 | i | 1.2 | 11.1%
Cc1cc(C)cc(N2C(=O)CC(n3nc(C)cc3C)C2=O)c1 (centres undefined) | 8.1% | 1.2% | 6.8% | i | 54.1 | x | x | 0.1% | -6.8 | 7.3 | i | 2.5 | -8.4%
CCOc1cc(C(=O)NCc2ccc(-c3nc4ccccc4o3)cc2)cc(OCC)c1OCC | -3.8% | -0.9% | 10.1% | i | 26.5 | 0.0 | 1420 | 1.1% | -16.2 | 7.8 | i | 1.0 | -1.9%
O=C(Cn1cnc2ccccc21)Nc1cc(C(F)(F)F)ccc1N1CCOCC1 | 5.9% | 0.9% | 0.8% | i | 36.0 | 0.5 | 1073 | -0.4% | 0.4 | 7.1 | i | 0.7 | 0.8%
CCOc1ccc(C(=O)c2nc3c(n2O)CCCC3)cc1 | -21.9% | 3.9% | -3.4% | i | 16.6 | -2.8 | 869 | -0.5% | 9.5 | 5.4 | i | 6.2 | 6.3%
Cn1ncc2c(NCc3cccc(C(F)(F)F)c3)c(C(=O)O)cnc21 | -4.7% | 1.6% | x | i | 64.5 | 0.1 | 1098 | -0.1% | 2.2 | 18.2 | x | x | 2.6%
Cc1cc(C)n2nc(CCCO)nc2n1 | 5.0% | -0.1% | 9.5% | i | 40.0 | 6.1 | 1044 | -0.3% | -12.0 | 6.0 | i | 1.1 | 9.7%
O=C(NC1CCCc2ccccc21)c1ccccc1Cl (centres undefined) | -4.4% | 3.4% | 2.7% | i | 22.7 | 2.4 | 852 | -0.2% | -0.7 | -1.7 | i | 0.5 | 25.1%
Cc1cc(C)cc(NC(=S)N(CCCN2CCN(C)CC2)Cc2cccs2)c1 | 1.6% | -1.9% | 0.3% | i | 43.2 | x | x | -0.2% | -1.8 | -11.8 | i | 0.8 | 5.7%
COc1ccccc1NC(=O)CSc1nnc(CNC(=O)c2cccs2)o1 | -23.1% | 0.6% | 3.6% | i | 27.2 | x | x | 0.2% | x | x | i | 0.8 | 8.6%
Nc1nc(SCC(=O)C23CC4CC(CC(C4)C2)C3)n[nH]1 | 1.6% | 0.1% | 14.7% | i | 3.5 | -3.9 | 1197 | -0.3% | 10.6 | 18.2 | i | 0.7 | 5.0%
The list continues.
SMILES | Salmonella PhoP GFP | RSV antiviral HEp-2 | Rac1 GTP hydrolysis | T cell modulator | T cell modulator vesicle-bound % | bCat nuc transl | bCat nuc transl cell count 5 µM | West Nile antiviral | WT yeast gro inh | WT yeast gro inh mutant strain | Myeloid diff MLP | Myeloid diff MLP GFP+ MAC1+ % | Large T inhibition
Cc1ccc(S(=O)(=O)N2CCCCC2)cc1NC(=O)CNc1ccc(C(F)(F)F)cc1 | 9.6% | 1.9% | 6.9% | i | 57.1 | x | x | x | x | x | i | 1.1 | 15.0%
CCN(CC(=O)Nc1cc(S(=O)(=O)N2CCOCC2)ccc1C)Cc1ccccc1 | -5.2% | 2.7% | 7.7% | i | 44.9 | x | x | x | x | x | x | x | 4.3%
CCCNC(=O)NC(C(=O)OC)C12CC3CC(CC(C3)C1)C2 (centres undefined) | -8.0% | 1.0% | 9.6% | i | 45.3 | -0.3 | 1044 | 0.3% | 8.2 | 24.6 | i | 0.9 | 15.2%
COc1cc(C(=O)NCCc2ncccc2C)ccc1OC1CCN(C(C)=O)CC1 | -0.1% | 0.1% | 7.0% | i | 32.5 | x | x | -0.2% | x | x | i | 0.7 | -0.9%
COC(=O)C1=C(C)NC(C)=C(C(=O)O[C@@H]2CCCN(Cc3ccccc3)C2)[C@@H]1c1cccc([N+](=O)[O-])c1 | -4.9% | 17.0% | 6.3% | i | 40.3 | x | x | 1.2% | x | x | u | x | 11.1%
COc1ccc(Cc2nnc(NC(=O)c3ccccc3[N+](=O)[O-])s2)cc1 | 2.0% | 4.0% | -19.0% | i | 39.5 | -2.0 | 1039 | 0.1% | 8.4 | -7.5 | i | 0.3 | 2.7%
COc1ccc(Cn2c(=O)sc3ccccc3c2=O)cc1 | 4.6% | x | 3.8% | x | x | 0.8 | 1021 | 1.3% | -1.2 | 3.0 | x | x | 1.8%
CN1CCN(CCCNC(=O)c2ccc(CS(=O)(=O)c3ccc(Br)cc3)o2)CC1 | 6.4% | -1.3% | 0.4% | i | 38.3 | x | x | 0.0% | -5.0 | -0.6 | i | 1.8 | 4.7%
Cc1ccc(NC(=O)CSc2nnc(Cc3ccccc3)o2)cc1 | -3.9% | 1.2% | 3.5% | i | 56.8 | 0.5 | 1103 | 0.1% | -10.5 | -2.4 | i | 0.2 | -5.5%
COc1ccc(NC(=O)CN(C)C(=O)C2=NN(c3ccccc3)C(=O)CC2)cc1 | x | 1.4% | 4.7% | i | 9.4 | x | x | x | x | x | i | 0.6 | x
Cc1cc2c(cc1C)NC(CC(=O)NCc1ccccc1)C(=O)N2 (centres undefined) | 2.5% | 1.6% | 1.0% | i | 48.9 | -1.9 | 499 | 0.3% | 8.7 | 0.9 | + | 1.9* | -2.9%
CN(C)c1ccc(C2Nc3ccccc3C(=O)N2NS(=O)(=O)c2ccccc2)cc1 (centres undefined) | 1.6% | -0.3% | 1.6% | i | 65.5 | -0.9 | 1111 | 0.0% | -12.6 | 14.6 | i | 0.3 | 9.1%
Cn1c(/C=C/c2ccccc2)nc2ccccc2c1=O | -2.2% | 7.9% | 5.4% | i | 58.1 | x | x | 1.8% | x | x | i | 0.9 | -1.9%
O=C(COc1ccccc1[N+](=O)[O-])Nc1cccc(Cl)c1N1CCOCC1 | 2.3% | 1.6% | 9.2% | i | 70.4 | x | x | -0.8% | x | x | i | 0.4 | 7.3%
CCCCOc1ccc(C(=O)NCC(=O)N2CC(C)CC(C)C2)cc1 (centres undefined) | x | -1.1% | 3.4% | i | 33.6 | x | x | x | x | x | i | 1.0 | x
Cc1cccc(-c2nnc(SCC(=O)N3c4ccccc4CCc4ccccc43)n2C)c1 | 4.1% | 16.4% | 8.2% | i | 50.6 | x | x | -0.6% | 1.3 | 2.1 | i | 0.4 | 10.5%
Cc1ccc(S(=O)(=O)NCc2ccc(C(=O)N3CCc4ccccc4C3)cc2)cc1 | 22.9% | 0.5% | 10.2% | i | 54.3 | 2.7 | 1071 | -1.6% | 45.3 | 16.5 | i | 0.4 | 5.2%

High-throughput results from PubChem BioAssay.
